High-throughput results: PubChem, several laboratories
MKP-1 inh = MKP-1 phosphatase inhibitors, primary screen, biochemical, in vitro; hit rate 0.15% among 65,000; AID 374, 2006; inhibition, %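 (compounds tested at a single concentration somewhere between 10 and 100 µM)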; recombinant MKP-1, OMFP hydrolysis fluorescence;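 active means inhibition above about 50%, limit read from the data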;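 further: 0% = DMSO max control wells and 100% = wells with enzyme stopped by NaOH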
Cdc25B inh = inhibitors of Cdc25B phosphatase catalytic domain, primary screen, biochemical, OMFP fluorescence; recombinant Cdc25B, OMFP fluorescence Ex485/Em525; M-phase inducer phosphatase 2 (Homo sapiens), P30305; hit rate 0.1% among 65,000; inhibition, %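 (compounds tested at 10 µM final in the well)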; in the data active means inhibition above about 50%
TNAP act mid DEA = human TNAP enzyme activators, primary screen, biochemical, luminescent, intermediate phosphate acceptor level. purified TNAP, CDP-star luminescence, 100 mM DEA, 30 min; stronger effect = higher value; scale: 0 levamisole-inhibited, 1 vehicle-only enzyme. activation factor at 20 µM. Alkaline phosphatase, tissue-nonspecific isozyme (Homo sapiens), P05186. 64,000 tested, under 10 active. AID 813, 2007;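 active means activation factor of at least 2 at 20 µM, relative to controls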
Starred values were filed as active, the others as inactive. The list is partial; the hit share may differ from the screen's.

SMILES	MKP-1 inh	Cdc25B inh	TNAP act mid DEA
CC(CO)(CO)N=Cc1c(O)n(-c2cccc3ccccc23)c(=O)[nH]c1=O	3.8	-6.1	0.9
